MITF TRPM1 HTS = activators of MITF-driven TRPM1 promoter activity in SK-MEL-5 cells | SK-MEL-5 TRPM1-promoter luciferase, 24 h; % of positive control, neutral wells = 0 | activation, % at 12.5 µM | hit rate 0.75% among 300,000 | AID 588334;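 active = mean activation of at least 80% with every replicate also reaching 80%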;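 note: 0% = neutral control wells and 100% = parthenolide positive control wells; values of inactives mirror those of a sister screen read the other way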
PfHsp90 yeast 2 = inhibits growth of yeast expressing Plasmodium falciparum Hsp90 | inhibition, % at 9.4 µM | S. cerevisiae expressing PfHsp90, BacTiter-Glo ATP, 48 h; yeast lacking PDR1 and PDR3 efflux regulators | hit rate 0.32% among 310,000;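 active = every replicate shows inhibition above about 80%, whatever the replicate mean, limit read from the data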;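 note: 0% = DMSO neutral controls and 100% = 20 µM radicicol positive controls; yeast relying on Plasmodium falciparum Hsp90 in place of its own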
Rtt109 HAT inh = C. albicans Rtt109 histone acetyltransferase inhibition; Q5AAJ8; purified Rtt109/Vps75, ThioGlo CoA-SH fluorescence, 4 h; inhibition, % at 34.9 µM; hit rate 0.16% among 330,000; AID 540336;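 active = inhibition of at least 50% in every replicate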
Target sequence (Q5AAJ8 whole entry, looked up): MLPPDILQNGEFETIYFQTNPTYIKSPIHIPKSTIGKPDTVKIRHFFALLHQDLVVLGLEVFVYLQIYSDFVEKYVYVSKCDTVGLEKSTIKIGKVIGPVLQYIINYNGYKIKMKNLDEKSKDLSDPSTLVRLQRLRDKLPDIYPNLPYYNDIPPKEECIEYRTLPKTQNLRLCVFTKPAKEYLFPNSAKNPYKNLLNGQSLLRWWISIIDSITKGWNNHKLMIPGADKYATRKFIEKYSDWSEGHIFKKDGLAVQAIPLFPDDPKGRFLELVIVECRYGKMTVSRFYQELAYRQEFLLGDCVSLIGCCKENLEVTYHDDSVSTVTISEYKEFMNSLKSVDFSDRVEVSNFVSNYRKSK
SR-BI uptake up = activators of SR-BI mediated HDL lipid uptake; hit rate 0.096% among 320,000; activation, % at 12.5 µM; CHO ldlA[mSR-BI] cells, DiI-HDL uptake fluorescence, 3 h; 100 = double the neutral-control signal;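 active = mean replicate activation of at least 60% and every replicate at or above 60%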;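 note: 0% = median plate neutral-control signal and 100% = twice that signal; values of inactives mirror those of a sister screen read the other way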
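material = CHO ldlA[mSR-BI] cells | medium = Ham's F12 with 0.5% BSA, HEPES 25 mM, pH 7.4 | reagent = fluorescent DiI-HDL, 10 µg/mL final | compound dosing = single-point compound dose | incubation = 3 h, 37 °C | measured by = bottom-read fluorescence, 550/595 nm | measure = HDL uptake via cellular fluorescence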
dFosB activator = enhances mouse delta FosB homodimer DNA binding; activation, % at 25 µM; purified delta FosB, TAMRA-CDK5 oligo fluorescence polarization; percent of positive-control signal above neutral wells; hit rate 0.99% among 340,000; P13346;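 active = mean activation above about 17%, with every replicate also reaching it, limit read from the data, passing the limit was not always enough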;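 note: fluorescence polarization rise as delta FosB binds a TAMRA Cdk5 AP-1 oligo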
SR-BI DiI inh = blocks mouse SR-BI lipid uptake from DiI-HDL. Q61009. ldlA[mSR-BI] CHO cells, DiI-HDL uptake fluorescence, 3 h. inhibition, % at 12.5 µM. hit rate 0.96% among 320,000;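 active = mean replicate inhibition of at least 70% and a set share of replicates each scoring 70 or more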;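 note: 0% = median of neutral control wells and 100% = median of positive control wells; values of inactives mirror those of a sister screen read the other way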
Target sequence (Q61009 whole entry, looked up): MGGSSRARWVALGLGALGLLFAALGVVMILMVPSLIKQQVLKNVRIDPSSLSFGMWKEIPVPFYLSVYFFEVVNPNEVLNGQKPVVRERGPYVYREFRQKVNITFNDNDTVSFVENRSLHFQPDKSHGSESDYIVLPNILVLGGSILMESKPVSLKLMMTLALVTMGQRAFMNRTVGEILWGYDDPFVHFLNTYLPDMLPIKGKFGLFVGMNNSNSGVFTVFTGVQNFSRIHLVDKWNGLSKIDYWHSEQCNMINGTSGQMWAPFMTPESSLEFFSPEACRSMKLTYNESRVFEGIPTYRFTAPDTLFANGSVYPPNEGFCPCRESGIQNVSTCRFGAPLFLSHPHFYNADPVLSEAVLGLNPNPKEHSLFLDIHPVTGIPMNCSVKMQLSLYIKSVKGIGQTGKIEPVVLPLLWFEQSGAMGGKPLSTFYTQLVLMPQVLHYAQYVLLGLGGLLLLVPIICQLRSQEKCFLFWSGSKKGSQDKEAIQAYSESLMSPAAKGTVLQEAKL
CAL PDZ FP-1 = blocks peptide binding to human CAL PDZ domain | purified CAL PDZ, TMR-peptide fluorescence polarization, 1 h | inhibition, % at 20 µM | hit rate 0.02% among 330,000 | AID 504414;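 active = highest replicate inhibition of at least 40%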;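 note: plate controls were DMSO neutral control wells for no effect and unlabeled competitor peptide control wells for full effect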
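material = purified tagged CAL PDZ domain construct (CerCALP) | compound dosing = 20 µM, one dose | times = 1 h at RT | measured by = fluorescence polarization from S- and P-plane intensities, G-factor corrected | read-out = inhibition from polarization loss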
NSD2 inh = inhibitors of human histone methyltransferase NSD2. O96028. NSD2 peptide methylation, AlphaScreen, 120 min. inhibition, % at 12.5 µM. hit rate 0.54% among 310,000. AID 743445; in the data active = inhibition above about 50%
CAL PDZ FP-2 = inhibitors of human CAL PDZ peptide binding; AID 602252; Q9HD26; inhibition, % at 24.9 µM; hit rate 0.92% among 300,000; purified CAL PDZ, TMR-peptide fluorescence polarization, 1 h;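 active = mean inhibition of at least 30% with at least half of replicates also reaching 30%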;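 note: 0% = DMSO neutral control and 100% = excess unlabeled competitor peptide PRC23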
PvdQ acylase = P. aeruginosa PvdQ acylase inhibition. purified PvdQ acylase, fluorescence plate reader. inhibition, % at 10 µM. hit rate 0.063% among 340,000. AID 488965; in the data active = inhibition above about 30%, passing the limit was not always enough;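 note: 0% = vehicle neutral wells and 100% = reference inhibitor wells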
Active calls of the source: *.

The opening 2 records as a preview:
`N/C(=N\OC(=O)CCCCCN1C(=O)c2ccccc2C1=O)c1ccccn1` gave MITF TRPM1 HTS -1, PfHsp90 yeast 2 5, Rtt109 HAT inh 1, SR-BI uptake up -6, dFosB activator 2, SR-BI DiI inh 6, CAL PDZ FP-1 -0.8, CAL PDZ FP-2 3 and PvdQ acylase -18.
Screening CC(=O)NCc1ccc2[nH]c(C)cc2c1 returned PfHsp90 yeast 2 4, Rtt109 HAT inh 4, SR-BI uptake up 3, dFosB activator -2, SR-BI DiI inh -3, CAL PDZ FP-1 0.0 and PvdQ acylase 11.

The listing, repeating the preview:
`N/C(=N\OC(=O)CCCCCN1C(=O)c2ccccc2C1=O)c1ccccn1` gave MITF TRPM1 HTS -1, PfHsp90 yeast 2 5, Rtt109 HAT inh 1, SR-BI uptake up -6, dFosB activator 2, SR-BI DiI inh 6, CAL PDZ FP-1 -0.8, CAL PDZ FP-2 3 and PvdQ acylase -18.
Screening CC(=O)NCc1ccc2[nH]c(C)cc2c1 returned PfHsp90 yeast 2 4, Rtt109 HAT inh 4, SR-BI uptake up 3, dFosB activator -2, SR-BI DiI inh -3, CAL PDZ FP-1 0.0 and PvdQ acylase 11.
Screening Nn1c(SCC(=O)Nc2ccc3c(c2)OCO3)nnc1-c1ccccc1 returned MITF TRPM1 HTS -2, PfHsp90 yeast 2 12, Rtt109 HAT inh 7, SR-BI uptake up 9, dFosB activator 0, SR-BI DiI inh -9, CAL PDZ FP-1 -1.5, NSD2 inh 1, CAL PDZ FP-2 0 and PvdQ acylase -13.
`c1ccc(-c2ccn3nnnc3n2)cc1` gave MITF TRPM1 HTS -14, PfHsp90 yeast 2 -13, Rtt109 HAT inh -15, SR-BI uptake up -9, dFosB activator -4, SR-BI DiI inh 9, CAL PDZ FP-1 1.4, NSD2 inh 0, CAL PDZ FP-2 -3 and PvdQ acylase -5.
For Cc1cc(C)n(C(=O)C(C)N2C(=O)c3ccccc3C2=O)n1 (configuration not stated) the results were MITF TRPM1 HTS -7, Rtt109 HAT inh 9, SR-BI uptake up -16, dFosB activator -4, SR-BI DiI inh 16, NSD2 inh 0, CAL PDZ FP-2 -3 and PvdQ acylase -16.
Screening CC(C)Sc1cc(N2CCCC2)nc(-c2ccccc2Cl)n1 returned MITF TRPM1 HTS 5, Rtt109 HAT inh -3, SR-BI uptake up -39, dFosB activator 9, SR-BI DiI inh 39, CAL PDZ FP-1 0.0, NSD2 inh -5, CAL PDZ FP-2 0 and PvdQ acylase -7.
For CCCNc1nc(N)nc(-c2cc(Cl)ccc2OC)n1 the results were MITF TRPM1 HTS -1, PfHsp90 yeast 2 -1, Rtt109 HAT inh 0, SR-BI uptake up 5, dFosB activator -1, SR-BI DiI inh -5, CAL PDZ FP-1 -0.2, NSD2 inh -2, CAL PDZ FP-2 -3 and PvdQ acylase -16.
Screening Cc1cc(=O)c2cc(NC(=O)c3ccccc3Cl)ccc2[nH]1 returned PfHsp90 yeast 2 -13, Rtt109 HAT inh 0, SR-BI uptake up -1, dFosB activator -5, SR-BI DiI inh 1, CAL PDZ FP-1 -1.1, NSD2 inh -1, CAL PDZ FP-2 1 and PvdQ acylase -3.
Cc1cc(S(=O)(=O)N2CCN(c3c(C)cccc3C)CC2)ccc1F was read as MITF TRPM1 HTS 2, PfHsp90 yeast 2 1, Rtt109 HAT inh 6, SR-BI uptake up 14, dFosB activator -2, SR-BI DiI inh -14, NSD2 inh -4, CAL PDZ FP-2 -2 and PvdQ acylase -20.
CC1(C)CN(c2ccsc2C(=O)O)C1=O was read as MITF TRPM1 HTS 2, PfHsp90 yeast 2 -20, Rtt109 HAT inh 0, SR-BI uptake up 4, dFosB activator 2, SR-BI DiI inh -4, CAL PDZ FP-1 -0.5, NSD2 inh -2, CAL PDZ FP-2 6 and PvdQ acylase -21.
`Cc1cc(-c2n[nH]c(=S)n2-c2ccc(C)c(C)c2)no1` gave MITF TRPM1 HTS 3, PfHsp90 yeast 2 44, Rtt109 HAT inh 0, SR-BI uptake up 19, dFosB activator -4, SR-BI DiI inh -19, CAL PDZ FP-1 -0.5, NSD2 inh -4, CAL PDZ FP-2 -2 and PvdQ acylase -3.
For CCN(CC(=O)NCc1cccs1)C(=O)c1cccc(S(=O)(=O)NC)c1 the results were MITF TRPM1 HTS -1, Rtt109 HAT inh -4, SR-BI uptake up -1, dFosB activator 3, SR-BI DiI inh 1, CAL PDZ FP-1 -0.4, NSD2 inh -1, CAL PDZ FP-2 11 and PvdQ acylase 7.
`CC1CN(C(=S)Nc2cccc(F)c2)CC(C)O1` (configuration not stated) gave PfHsp90 yeast 2 3, Rtt109 HAT inh 5, SR-BI uptake up 1, dFosB activator -4, SR-BI DiI inh -1, CAL PDZ FP-1 -0.3, NSD2 inh -3, CAL PDZ FP-2 -6 and PvdQ acylase -14.
`CCn1c(=O)c2c(nc(SCC(=O)N3CCCC(C)C3)n2C)n(C)c1=O` (configuration not stated) gave MITF TRPM1 HTS -2, PfHsp90 yeast 2 -23, Rtt109 HAT inh 6, dFosB activator -4, CAL PDZ FP-1 -2.1, NSD2 inh -2, CAL PDZ FP-2 8 and PvdQ acylase -7.
For COCCN(C(=O)COC(=O)c1nc(Cl)ccc1Cl)c1c(N)n(Cc2ccccc2)c(=O)[nH]c1=O the results were MITF TRPM1 HTS 4, PfHsp90 yeast 2 17, Rtt109 HAT inh -15, SR-BI uptake up 23, dFosB activator -5, SR-BI DiI inh -23, CAL PDZ FP-1 -2.3, NSD2 inh -1, CAL PDZ FP-2 -3 and PvdQ acylase -15.
Screening Cc1sc2ncnc(SCC(=O)Nc3cccc(S(N)(=O)=O)c3)c2c1C returned MITF TRPM1 HTS 5, PfHsp90 yeast 2 -5, Rtt109 HAT inh -4, SR-BI uptake up -9, dFosB activator -37, SR-BI DiI inh 9, CAL PDZ FP-1 -2.9, NSD2 inh -1, CAL PDZ FP-2 8 and PvdQ acylase -10.
Cc1ccccc1Cn1c(C)nc2ccccc21 was read as PfHsp90 yeast 2 -14, Rtt109 HAT inh 1, SR-BI uptake up 4, dFosB activator 1, SR-BI DiI inh -4, CAL PDZ FP-1 0.3, NSD2 inh -3, CAL PDZ FP-2 -3 and PvdQ acylase 16.
Screening CCOC(=O)C(NC(=O)CC)(Nc1ccccc1)C(F)(F)F (configuration not stated) returned MITF TRPM1 HTS 0, PfHsp90 yeast 2 23, Rtt109 HAT inh -3, dFosB activator 1, CAL PDZ FP-1 -0.5, NSD2 inh 0, CAL PDZ FP-2 -6 and PvdQ acylase -9.
For Cc1occc1-c1nnc(SCC(=O)N2CCOCC2)n1Cc1ccco1 the results were MITF TRPM1 HTS 1, PfHsp90 yeast 2 19, Rtt109 HAT inh 2, SR-BI uptake up -19, dFosB activator -1, SR-BI DiI inh 19, NSD2 inh 0, CAL PDZ FP-2 -3 and PvdQ acylase -5.
Screening COC(=O)CSc1ncccc1-c1nc2ccccc2[nH]1 returned MITF TRPM1 HTS 11, PfHsp90 yeast 2 -5, Rtt109 HAT inh 3, SR-BI uptake up -2, dFosB activator -8, SR-BI DiI inh 2, CAL PDZ FP-1 -0.6, NSD2 inh 2, CAL PDZ FP-2 2 and PvdQ acylase 14.
Cn1cc(/C=C2\SC(=S)N(NC(=O)c3ccccc3)C2=O)c2ccccc21 was read as MITF TRPM1 HTS 20, PfHsp90 yeast 2 27, Rtt109 HAT inh 1, SR-BI uptake up -3, dFosB activator -13, SR-BI DiI inh 3, CAL PDZ FP-1 1.5, NSD2 inh 3 and PvdQ acylase -9.
Screening Nc1nc(Nc2ccc(Cl)cc2Cl)nc(C(F)(F)F)n1 returned MITF TRPM1 HTS 69, PfHsp90 yeast 2 -44, Rtt109 HAT inh 1, SR-BI uptake up -13, dFosB activator -2, SR-BI DiI inh 13, CAL PDZ FP-1 -0.6, NSD2 inh 2, CAL PDZ FP-2 0 and PvdQ acylase -4.
CCOC(=O)C1CCCN(C(=O)c2ccc3c(c2)N(Cc2ccccc2)C(=O)c2ccccc2S3=O)C1 (configuration not stated) was read as MITF TRPM1 HTS 2, PfHsp90 yeast 2 12, Rtt109 HAT inh 7, SR-BI uptake up 30, dFosB activator 0, SR-BI DiI inh -30, CAL PDZ FP-1 -0.9, NSD2 inh 2, CAL PDZ FP-2 -6 and PvdQ acylase -11.
`COC(=O)c1oc(-c2ccc(Cl)cc2)nc1C` gave MITF TRPM1 HTS 12, PfHsp90 yeast 2 -74, Rtt109 HAT inh 1, SR-BI uptake up -15, dFosB activator 1, SR-BI DiI inh 15, CAL PDZ FP-1 -1.7, NSD2 inh -3, CAL PDZ FP-2 -3 and PvdQ acylase 2.
O=C(/C=C/c1ccccc1[N+](=O)[O-])OCC(=O)N1CCCC1 was read as MITF TRPM1 HTS -40, PfHsp90 yeast 2 -7, Rtt109 HAT inh 0, SR-BI uptake up -4, dFosB activator -10, SR-BI DiI inh 4, CAL PDZ FP-1 -0.6, NSD2 inh -5, CAL PDZ FP-2 -4 and PvdQ acylase -12.
Screening CC1CCCN(S(=O)(=O)c2cc3c4c(c2)C(C)C(=O)N4CCC3)C1 (configuration not stated) returned MITF TRPM1 HTS 7, PfHsp90 yeast 2 -16, Rtt109 HAT inh 11, SR-BI uptake up 1, dFosB activator -10, SR-BI DiI inh -1, CAL PDZ FP-1 -2.7, NSD2 inh 6, CAL PDZ FP-2 -2 and PvdQ acylase -17.
For Oc1c(Br)cc(Br)cc1C=NCc1ccc(F)cc1 the results were MITF TRPM1 HTS -16, PfHsp90 yeast 2 99*, SR-BI uptake up 16, dFosB activator -7, SR-BI DiI inh -16, CAL PDZ FP-1 -1.4, NSD2 inh -5, CAL PDZ FP-2 2 and PvdQ acylase -13.
Nc1nc(SCC(=O)Nc2ccc3c(c2)CCC3)n[nH]1 was read as MITF TRPM1 HTS 3, PfHsp90 yeast 2 -4, Rtt109 HAT inh 16, SR-BI uptake up -7, dFosB activator -7, SR-BI DiI inh 7, CAL PDZ FP-1 -3.1, NSD2 inh 1, CAL PDZ FP-2 0 and PvdQ acylase -8.
For COc1ccc2nc(C)cc(N3CC(C)OC(C)C3)c2c1 (configuration not stated) the results were PfHsp90 yeast 2 -54, Rtt109 HAT inh 1, SR-BI uptake up -7, dFosB activator 0, SR-BI DiI inh 7, CAL PDZ FP-1 -0.4, NSD2 inh 0, CAL PDZ FP-2 0 and PvdQ acylase -17.
Screening CCOC(=O)c1sc(N)c(C#N)c1COC(=O)C1=COCCO1 returned MITF TRPM1 HTS -2, PfHsp90 yeast 2 27, Rtt109 HAT inh 5, SR-BI uptake up 33, dFosB activator 2, SR-BI DiI inh -33, CAL PDZ FP-1 -1.6, NSD2 inh 4, CAL PDZ FP-2 -10 and PvdQ acylase -5.
Screening Cc1ncc([N+](=O)[O-])n1CCOC(=O)c1ccc(Br)cc1 returned MITF TRPM1 HTS 4, PfHsp90 yeast 2 11, Rtt109 HAT inh 4, SR-BI uptake up -2, dFosB activator -1, SR-BI DiI inh 2, CAL PDZ FP-1 -0.1, NSD2 inh 2, CAL PDZ FP-2 -1 and PvdQ acylase -4.

Screening results deposited in PubChem by Broad Institute.
